# G9a inh – blocks human histone lysine methyltransferase G9a | Potency, µM (highest dose often 102 µM), inactives show at the top dose activity, negative = inhibition, most hits filed as inhibitors | AID 504332 | Q96KQ7 | 350,000 tested, 8.8% active | G9a H3K9 monomethylation, AlphaScreen, 2 h; also: % is scaled to controls: 0 for no effect and ±100 for the full control effect; nearly all actives have a fitted effect of over 75% in size
#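 AlphaScreen detection with an anti-monomethyl H3K9 antibody quantified product after a 2 h room-temperature reaction containing 500 nM biotinylated H3K9 peptide, 20 µM SAM and 20 nM enzyme, which had been preincubated 15 min with compound.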
# POLB inh – inhibitors of human DNA polymerase beta; P06746; Pol beta primer extension/strand displacement, fluorescence kinetic; Potency, µM (highest dose often 114 µM), for inactives: top-dose activity change, negative = inhibition, usual class: inhibitors; 340,000 tested, 1.3% active; AID 485314; also: % is scaled to controls: 0 for no effect and ±100 for the full control effect
#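 Reaction started by 50 nM substrate onto compound-treated Pol beta (10 nM, 15 min preincubation, room temperature); plates read at 0 min and 10 min. Normalized concentration-effect data fitted by four-parameter Hill equation.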
# Pol kappa inh – inhibitors of human DNA polymerase kappa. purified Pol kappa, fluorescent DNA synthesis assay, 10 min. Potency, µM (series often up to 107 µM), inactives show at the top dose activity, negative = inhibition, actives largely listed as inhibitors. 400,000 tested, 0.53% active; also: % is scaled to controls: 0 for no effect and ±100 for the full control effect
#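 10 nM Pol kappa preincubated 15 min at room temperature with compounds, then reaction started with substrate at 50 nM final. Fluorescence read kinetically at 0 and 10 min; buffer-only wells served as negative control.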
# BAZ2B block – blocks human BAZ2B. Potency, µM (titrated, usually from 114 µM), for the others: at the top dose activity change, negative = inhibition, most hits filed as inhibitors. AlphaScreen BAZ2B-H3K14Ac peptide displacement. 360,000 tested, 4.4% active; also: % is scaled to controls: 0 for no effect and ±100 for the full control effect; nearly all actives have a fitted effect of over 60% in size
#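 Inhibition is scored as reduced AlphaScreen emission. The BAZ2B/b-H3(5-23)K14Ac complex (50 nM each) in PBS pH 7.4, 0.01% Tween-20 meets compound (up to 110 uM) for 30 min at RT before bead addition.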
# BLM helicase inh – inhibitors of human Bloom syndrome helicase BLM | 350,000 tested, 0.2% active | recombinant BLM DNA unwinding, fluorescence dequenching | P54132 | AID 2528 | Potency, µM (top dose mostly 56.1 µM), for the others: at the top dose activity change, negative = inhibition, actives largely listed as inhibitors;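 also: plate controls were vehicle for no effect and no enzyme for full effect; nearly all actives have a fitted effect of over 35% in size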
# Apoferritin bind – candidate novel general anesthetic via apoferritin binding; P02791; apoferritin/1-aminoanthracene competitive binding, fluorescence; Potency, µM (series often up to 77.5 µM), for inactives: at the highest dose activity change, negative = displacement, hits mostly inhibitors; 350,000 tested, 0.074% active; AID 485281; also: % is scaled to controls: 0 for no effect and ±100 for the full control effect; nearly all actives have a fitted effect of over 20% in size
#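 Steps: apoferritin (10 uM) was premixed with half-saturated 1-AMA in PBS, compounds were pin-transferred, plates stood 10 min at room temperature, fluorescence was read at 380/535 nm, and curves were fitted with a Hill equation.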
# POLH inh – blocks human DNA polymerase eta activity; Q9Y253; recombinant Pol eta, fluorescent DNA replication assay; Potency, µM (doses to about 114 µM), for inactives: at the highest dose activity change, negative = inhibition, actives largely listed as inhibitors; 390,000 tested, 1.2% active; AID 588591; also: % is scaled to controls: 0 for no effect and ±100 for the full control effect
#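 Pol eta (10 nM) was preincubated with compounds for 15 min at room temperature, after which fluorescent replication substrate (50 nM final) was added to start the reaction. Fluorescence was read kinetically at 0 and 10 min.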
# Pol iota inh – blocks human DNA polymerase iota activity. Q9UNA4. Pol iota fluorescent replication assay, 10 min. Potency, µM (series often up to 115 µM), for the others: top-dose activity, negative = inhibition, most hits filed as inhibitors. 390,000 tested, 1% active. AID 588590
# Target sequence (Q9UNA4 whole entry, looked up): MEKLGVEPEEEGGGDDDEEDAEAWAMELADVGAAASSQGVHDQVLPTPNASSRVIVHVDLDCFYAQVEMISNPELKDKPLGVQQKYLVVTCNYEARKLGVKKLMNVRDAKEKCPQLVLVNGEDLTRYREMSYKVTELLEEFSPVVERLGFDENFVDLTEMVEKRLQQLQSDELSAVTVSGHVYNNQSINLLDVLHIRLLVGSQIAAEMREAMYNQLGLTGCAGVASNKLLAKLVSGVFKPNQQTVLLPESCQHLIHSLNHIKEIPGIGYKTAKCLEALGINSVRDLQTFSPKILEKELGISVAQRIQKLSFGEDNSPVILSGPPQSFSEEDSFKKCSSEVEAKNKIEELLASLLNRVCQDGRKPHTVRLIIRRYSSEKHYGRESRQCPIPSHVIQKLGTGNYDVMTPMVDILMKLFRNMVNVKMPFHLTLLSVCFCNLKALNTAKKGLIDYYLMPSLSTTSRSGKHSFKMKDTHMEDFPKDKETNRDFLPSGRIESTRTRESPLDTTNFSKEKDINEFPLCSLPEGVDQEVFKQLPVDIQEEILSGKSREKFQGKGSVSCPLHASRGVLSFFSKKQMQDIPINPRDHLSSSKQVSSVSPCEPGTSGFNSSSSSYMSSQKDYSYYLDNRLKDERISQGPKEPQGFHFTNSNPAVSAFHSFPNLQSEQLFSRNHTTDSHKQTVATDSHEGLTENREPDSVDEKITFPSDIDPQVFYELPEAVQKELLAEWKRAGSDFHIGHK
#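 Fluorescent replication assay read twice, at 0 min and 10 min after adding 50 nM (final) substrate. Enzyme (10 nM) and compounds were first incubated 15 min at room temperature; enzyme-free buffer wells were negative controls.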
# APE1 inh – APE1 (human) endonuclease inhibition; P27695; Potency, µM (top dose mostly 65.8 µM), without a hit: top-dose activity change, negative = inhibition, actives largely listed as inhibitors; AID 2517; 350,000 tested, 0.35% active; recombinant APE1, TAMRA/BHQ-2 abasic DNA cleavage fluorescence;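 also: plate controls were vehicle for no effect and reference inhibitor for full effect; nearly all actives have a fitted effect of over 55% in size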
# Target sequence (P27695 whole entry, looked up): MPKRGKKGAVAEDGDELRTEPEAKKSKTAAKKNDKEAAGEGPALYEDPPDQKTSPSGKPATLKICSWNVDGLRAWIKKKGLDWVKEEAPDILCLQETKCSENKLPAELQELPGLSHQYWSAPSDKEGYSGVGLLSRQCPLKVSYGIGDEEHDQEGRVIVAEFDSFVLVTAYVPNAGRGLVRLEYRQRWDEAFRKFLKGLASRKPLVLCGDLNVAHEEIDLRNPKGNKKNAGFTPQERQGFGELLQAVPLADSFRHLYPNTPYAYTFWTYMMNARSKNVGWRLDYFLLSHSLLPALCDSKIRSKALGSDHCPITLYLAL
#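 APE1 at 0.75 nM preincubated 15 min at room temperature with compound. Reaction then started with 50 nM double-stranded THF-abasic substrate labelled with TAMRA/BHQ-2, and 525/598 nm fluorescence read kinetically. Activity taken as third-minus-first read difference, normalized to DMSO and NSC13755 controls.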
# The depositor's hits bear a star; ? = inconclusive; nt = not tested or not shown; & = joins results of further samples; [ ] = remark or other dose. Calls follow the shape of the dose curve; as a rule, active = well fitted curve in the direction sought with a large enough effect; inconclusive = small, poorly fitted or top-dose-only effect, or another doubt; inactive = no such curve, though single readings can be large; an effect the other way counts as inactive or inconclusive. Potency is read from the fitted curve at half-maximal effect.
1: Cc1cc(C)c2oc(C(=O)Nc3ccc(S(=O)(=O)Nc4nccc(C)n4)cc3)cc(=O)c2c1
2: COc1cc(NC(=O)CSc2nnc3c(C)cc4c(C)ccc(C)c4n23)c(C(=O)O)cc1OC
3: CC1=C(C(=O)N2CCN(c3cccc(C)c3C)CC2)C2(CCCCC2)OC1=O
4: O=C(/C(C=Nc1cccc(C(F)(F)F)c1)=C(/O)c1ccco1)C(F)(F)F
5: CC(=O)Nc1ccc(-c2csc(NC(=O)Cc3ccccc3F)n2)cc1
6: c1ccc2nc3[nH]cnc3nc2c1
7: COC(=O)Cn1cnc2c1c(=O)n(C)c(=O)n2C
8: CCN1CCN(C(=O)c2ccc(CN(c3ccccc3)S(=O)(=O)c3ccccc3)cc2)CC1
assay / entry,1,2,3,4,5,6,7,8
G9a inh,-9%&-32%[59 µM],-34%,5%[59 µM],?,40µM*,12%[59 µM],18%[59 µM],-46%[59 µM]
POLB inh,9%&-2%,9%,33%,-12%,16%,-1%,11%,39%
Pol kappa inh,-5%&2%,-11%,-3%,-4%,-17%,0%,7%,-6%
BAZ2B block,-8%&-13%,-15%,79µM*,?,-28%,nt,-1%,-4%
BLM helicase inh,1%&-1%,-5%,-5%,-10%,-6%,-3%,-3%,-12%
Apoferritin bind,-1%&-3%,-4%,-14%,?,2%,-2%,-4%,-9%
POLH inh,-17%&-20%,-1%,nt,-14%,-2%,-16%,-7%,-10%
Pol iota inh,-15%&-10%,-4%,0%,7%,35%[activator],0%,-7%,9%
APE1 inh,0%,-5%,nt,3%,2%,4%,0%,-4%

# A different layout for 2 compounds above:
no.	compound	G9a inh	POLB inh	Pol kappa inh	BAZ2B block	BLM helicase inh	Apoferritin bind	POLH inh	Pol iota inh	APE1 inh
6	c1ccc2nc3[nH]cnc3nc2c1	12%[59 µM]	-1%	0%	nt	-3%	-2%	-16%	0%	4%
7	COC(=O)Cn1cnc2c1c(=O)n(C)c(=O)n2C	18%[59 µM]	11%	7%	-1%	-3%	-4%	-7%	-7%	0%

# Additional entries follow:
9: COC(=O)C1=C(C(=O)c2ccccc2)C(c2ccc(OC)c(OC)c2)Nc2nnnn21 (configuration not stated)
10: CCc1ccc(CN(Cc2ccco2)c2cnc(S(C)(=O)=O)nc2C(=O)Nc2cccc(C)c2)cc1
11: CCOC(=O)c1c(NC(=O)CCC(=O)N2CCOCC2)sc2c1CC(C)(C)OC2
12: Cc1nn(-c2ccccc2)c(Cl)c1C1C(C#N)=C(N)OC2=C1C(=O)CCC2 (configuration not stated)
13: C[C@@H]1C(=O)N(S(=O)(=O)c2ccccc2[N+](=O)[O-])[C@H]1c1ccc(-c2ccccc2)cc1
14: C/C=C(\C)C(=O)NCCN1C2=NC[C@@H](C)N2C[C@@H]1Cc1ccc(OC)cc1
15: CCN(CC)S(=O)(=O)c1cc(NC(=O)C2=COCCO2)ccc1Cl
16: Cc1cc(NC(=O)OC2CCCCC2)ccc1[N+](=O)[O-]
assay / entry,9,10,11,12,13,14,15,16
G9a inh,?,-9%[59 µM],-9%,-13%[59 µM],nt,-4%[12.7 µM],50µM*,-52%
POLB inh,15%,-6%,38%,3%,nt,-1%,nt,2%
Pol kappa inh,3%,-4%,-9%,-7%,-4%,11%,-7%,-23%
BAZ2B block,-13%,-31%,4%,-4%,nt,-15%,-2%,3%
BLM helicase inh,-3%,-9%,-1%,-2%,-12%,3%,nt,-16%
Apoferritin bind,-6%,?,-12%,?,-2%,-4%,nt,?
POLH inh,3%,-6%,-2%,-13%,nt,-11%,-6%,-23%
Pol iota inh,-11%,-7%,-14%,15%,-29%,1%,22%,31%
APE1 inh,15%,nt,-5%,-11%,-2%,-3%,3%,43%

# Some values from above:
# CC1=C(C(=O)N2CCN(c3cccc(C)c3C)CC2)C2(CCCCC2)OC1=O | G9a inh = 5%[59 µM]
# CCN(CC)S(=O)(=O)c1cc(NC(=O)C2=COCCO2)ccc1Cl | POLH inh = -6%
# Cc1cc(C)c2oc(C(=O)Nc3ccc(S(=O)(=O)Nc4nccc(C)n4)cc3)cc(=O)c2c1 | G9a inh = -9%&-32%[59 µM]
# Cc1cc(NC(=O)OC2CCCCC2)ccc1[N+](=O)[O-] | Pol iota inh = 31%

# (cont.)
17: CCOC(=O)Nc1ccc(S(=O)(=O)N2CCOCC2)cc1
18: CC1CC2=C(NC(=S)NC2c2ccc(F)cc2)/C(=C/c2ccc(F)cc2)C1 (configuration not stated)
19: CCCCC(CC)C(=O)Nc1cc([N+](=O)[O-])ccc1F (configuration not stated)
20: CC1(C)CC(=O)C=C(Nc2ccc3c(c2)CCC3)C1
21: Cc1ccccc1CNC(=O)CCCn1nc(C)c2sc3ccccc3c2c1=O
22: Cc1ccccc1OCC(=O)N/N=C/c1cccc(Oc2ccc([N+](=O)[O-])cc2[N+](=O)[O-])c1
23: COc1ccc(CNC(=O)Cn2ncc3c(=O)oc4ccc(C)cc4c32)c(OC)c1
24: CC(=O)Nc1cccc2ncccc12
assay / entry,17,18,19,20,21,22,23,24
G9a inh,5%[59 µM],25µM*,-2%,?,?,?,5%[59 µM],11%[59 µM]
POLB inh,29%,30%,?,15%,-3%,1%,5%,15%
Pol kappa inh,4%,-8%,-11%,-6%,6%,6%,-13%,-6%
BAZ2B block,2%,?,nt,-16%,-4%,-2%,-2%,-2%
BLM helicase inh,1%,-7%,-5%,1%,-5%,-5%,-3%,2%
Apoferritin bind,-5%,-23%,?,-15%,28%,-10%,45%[activator],-7%
POLH inh,-10%,-17%,-12%,-21%,-10%,-17%,1%,2%
Pol iota inh,2%,79µM*,-20%,23%,52%[activator],0%,9%,34%[activator]
APE1 inh,6%,-4%,-6%,20%,nt,-2%,nt,5%

25: C/C(CC(=O)Nc1ccccc1[N+](=O)[O-])=N\NC(=O)COc1ccccc1C
26: C/C(=N\Nc1ccc(S(N)(=O)=O)cc1[N+](=O)[O-])c1ccc2c(c1)OCO2
27: O=C(c1c[nH]c(C(=O)C(Cl)(Cl)Cl)c1)c1c(F)cccc1F
28: COc1cc(OC)cc(C(=O)NCC(=O)OCC(=O)Nc2ccc(C)c(S(=O)(=O)N3CCOCC3)c2)c1
29: COCCNC(=O)Cc1c(C)c2c(cc(C)c3c(C(C)(C)C)coc32)oc1=O
30: CCc1ccc2c(c1)NC(c1ccc(C)cc1)=NC(c1cccs1)=N2
31: C/C(CC1(O)/C(=N/O)CCc2nonc21)=N\O (configuration not stated)
32: CCc1cccc(NC(=O)c2oc3ccc4c(c3c2C)C(=O)CC(C)(C)O4)c1
assay / entry,25,26,27,28,29,30,31,32
G9a inh,14%,-39%,-41%,?,-18%,13µM*,40µM*,8%[59 µM]
POLB inh,0%,-8%,13%,nt,22%,1%,32%,1%
Pol kappa inh,-6%,-15%,-3%,-14%,-3%,-27%,-11%,-3%
BAZ2B block,-7%,?,-23%,6%,-21%,25µM*,4%,-3%
BLM helicase inh,-4%,-7%,-4%,nt,0%,-9%,-2%,-4%
Apoferritin bind,?,-15%,-4%,nt,-24%,-5%,-7%,-2%
POLH inh,-7%,-10%,?,-5%,-4%,?,-14%,-13%
Pol iota inh,11%,28%,13%,19%,129%[activator],-2%,6%,23%
APE1 inh,2%,-6%,46%,-13%,2%,nt,-6%,nt

33: COC(=O)C1=C(C)NC2=C(C(=O)CCC2)C1c1cccc(C)n1 (configuration not stated)
34: CCN(CC)S(=O)(=O)c1ccc2oc(C(=O)Nc3ccc(OC)cc3OC)c(C)c2c1
35: Cc1ccn2c(c1)nc(=O)c1cc(S(=O)(=O)N3CCCCC3)ccc12
36: CCCNC(=O)/C=C/C(=O)O
37: COc1ccc(/C=C(\C#N)C(=O)OCC(=O)NCc2ccccc2)cc1
38: O=C(NC1CCCCC1)C1c2ccccc2C(=O)N1Cc1ccco1 (configuration not stated)
39: CCCC(=O)N1CCN(c2nc3ccc(Cl)cc3s2)CC1
40: COc1cc(CC(=O)OCn2nnc3ccccc3c2=O)cc(OC)c1OC
assay / entry,33,34,35,36,37,38,39,40
G9a inh,-44%[12.7 µM],9%,11%,?,-2%[59 µM],-38%,-3%,-8%
POLB inh,0%,-2%,?,26%,-7%,-16%,-9%,-1%
Pol kappa inh,2%,6%,-4%,0%,-9%,-4%,1%,-7%
BAZ2B block,29%,1%,-9%&-7%,nt,1%,-33%,-3%,4%
BLM helicase inh,0%,-5%,-9%&-4%,-3%,3%,-2%,-2%,-1%
Apoferritin bind,273%[activator],?,-6%&7%,-1%,-5%,-12%,-10%,-11%
POLH inh,-8%,-14%,-15%&-6%,-1%,-16%,-6%,-8%,4%
Pol iota inh,25%,21%,-12%&0%,-18%,11%,31%,7%,73%[activator]
APE1 inh,3%,-1%,-3%,-1%,-5%,-2%,13%,-6%

41: O=S(=O)(NCC(c1ccco1)S(=O)(=O)c1cccs1)c1ccc(F)c(C(F)(F)F)c1 (configuration not stated)
42: O=C(O)/C=C/C(=O)N1CCN(Cc2ccc3c(c2)OCO3)CC1
43: NS(=O)(=O)c1ccc(S(=O)(=O)N(Cc2ccccc2F)CC2CCCO2)cc1 (configuration not stated)
44: CC1CCN(C(=O)CN(Cc2ccccc2)S(C)(=O)=O)CC1
45: Cc1cccc(C(=O)Nc2sc(C)c(-c3ccccc3)c2C#N)c1
assay / entry,41,42,43,44,45
G9a inh,3%[59 µM],15%,11%[59 µM],?,?
POLB inh,1%,0%,10%,-23%,-17%
Pol kappa inh,-5%[60.1 µM],8%,-4%,5%,-11%
BAZ2B block,-11%,1%,8%,-1%,-1%
BLM helicase inh,-5%,-1%,-6%,-25%,-9%
Apoferritin bind,-14%,-5%,-13%,-6%,-7%
POLH inh,-19%,-3%,-1%,-16%,-15%
Pol iota inh,7%,-26%,1%,56%[activator],?
APE1 inh,nt,24%,0%,-16%,-10%

# Screening results from PubChem BioAssay.

# An excerpt, so the mix of outcomes need not match the whole.
